Rin1 Abl inh = human Rin1-Abl interaction inhibition | inhibition, % at 7.35 µM | P00519+Q13671 | TR-FRET Rin1/Abl binding, biochemical | 360,000 compounds, 0.4% hits; in the data active = inhibition above about 5%, passing the limit was not always enough
FAS-TE inh = blocks the thioesterase domain of human fatty acid synthase; P49327; recombinant FAS-TE, OMFH fluorogenic substrate, fluorescence endpoint; inhibition, % at 15 µM; 360,000 compounds, 0.67% hits; AID 602261;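 active = compounds whose normalised, plate-corrected inhibition of enzyme fluorescence in the single-dose primary screen is 50% or more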;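 note: 0% = DMSO with enzyme and 100% = substrate without enzyme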
TbMetRS inhib = blocks T. brucei methionyl-tRNA synthetase activity. purified T. brucei MetRS, ATP depletion, Kinase-Glo luminescence. inhibition, % at 11.9 µM. 360,000 compounds, 0.4% hits;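 active = inhibition above a per-plate cutoff of the control wells' mean inhibition plus 3 SD, cut at about 5.5% in these data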;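 note: 0% = DMSO wells median and 100% = median of wells with control inhibitor compound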
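System: purified T. brucei MetRS enzyme / Detection: Kinase-Glo luciferase luminescence reporting remaining unconsumed ATP / Medium: HEPES buffer with MgCl2, KCl, DTT, spermine, BSA, pyrophosphatase / Replication: singlicate, one well per compound / Evaluation: percent inhibition relative to median high and low control wells / Schedule: 2 h aminoacylation at 25 °C after 15 min preincubation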
PABP1 MLLE inh = blocks PAM2 peptide binding to the PABP1 MLLE domain; 360,000 compounds, 0.36% hits; AID 588489; P11940; GST-MLLE / FITC-PAM2 fluorescence polarization; inhibition, % at 20 µM; in the data active = inhibition above about 35%, passing the limit was not always enough;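 note: plate controls were DMSO wells with GST-MLLE for no effect and wells lacking GST-MLLE protein for full effect; some results filed as inactive read as strong as hits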
Neddyl block = blocks human cullin neddylation; P61081+Q13564; TR-FRET cullin neddylation, biochemical; calls only at 25 µM; 360,000 compounds, 0.58% hits; in the data active = inhibition above about 36%
CSN inh = blocks human CSN-mediated cullin deneddylation; Purified CSN, SCF-Nedd8-OG deneddylation, fluorescence polarization; 360,000 compounds, 0.38% hits; Q92905; inhibition, % at 12.5 µM;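 active = pattern-corrected inhibition above about 35%, with an unprinted fluorescence ratio check between 0.5 and 1.5, limit read from the data, passing the limit was not always enough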;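 note: 0% = enzyme with substrate and 100% = substrate without enzyme; some results filed as inactive read as strong as hits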
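Assay system: HEK293T-derived human Csn5 enzyme; quantity: 0.24 nM enzyme; medium: Tris/NaCl/DTT buffer, pH 7.5; also added: substrate SCFSkp2-Nedd8OG, 10 nM; doses: 12.5 µM compound; schedule: 90 min reaction at room temperature; signal: FP; read-out: % inhibition of substrate cleavage by Csn5; benchmarks: substrate-only high control, full reaction low control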
eLon inh = inhibits E. coli Lon protease. 360,000 compounds, 0.42% hits. inhibition, % at 7.94 µM. P0A9M0. AID 602123. purified E. coli Lon protease, fluorescence polarization; in the data active = inhibition above about 13%, passing the limit was not always enough;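 note: 0% = enzyme with probe and DMSO and 100% = no enzyme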
Target sequence (P0A9M0 whole entry, looked up): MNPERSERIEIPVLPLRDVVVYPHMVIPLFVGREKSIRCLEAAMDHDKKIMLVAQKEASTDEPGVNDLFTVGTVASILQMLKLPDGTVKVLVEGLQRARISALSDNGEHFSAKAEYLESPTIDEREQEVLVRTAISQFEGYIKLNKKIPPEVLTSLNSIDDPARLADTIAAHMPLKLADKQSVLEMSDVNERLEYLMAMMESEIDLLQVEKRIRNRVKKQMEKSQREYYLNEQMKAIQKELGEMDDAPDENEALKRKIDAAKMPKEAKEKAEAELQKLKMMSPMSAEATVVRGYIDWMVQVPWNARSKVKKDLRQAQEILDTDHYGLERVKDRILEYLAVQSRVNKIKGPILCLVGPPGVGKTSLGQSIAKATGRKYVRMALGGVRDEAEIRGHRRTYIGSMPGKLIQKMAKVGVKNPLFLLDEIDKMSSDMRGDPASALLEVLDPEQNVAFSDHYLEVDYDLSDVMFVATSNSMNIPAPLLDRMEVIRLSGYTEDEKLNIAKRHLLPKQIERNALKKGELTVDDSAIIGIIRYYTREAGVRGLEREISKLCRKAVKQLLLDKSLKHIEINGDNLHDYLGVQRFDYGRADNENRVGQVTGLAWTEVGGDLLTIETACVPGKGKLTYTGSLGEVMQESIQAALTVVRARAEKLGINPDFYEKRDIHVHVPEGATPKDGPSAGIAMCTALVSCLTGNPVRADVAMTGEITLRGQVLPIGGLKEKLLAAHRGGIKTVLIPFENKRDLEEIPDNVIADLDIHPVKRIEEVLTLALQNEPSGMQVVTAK
MsrA inhibitor = bovine MsrA inhibition | purified bovine MsrA, absorbance read-out | inhibition, % at 15.5 µM | 360,000 compounds, 0.75% hits | AID 651718; in the data active = inhibition above about 4.5%;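 note: 0% = vehicle wells with enzyme and 100% = reference inhibitor wells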
bovine MsrA act = activators of bovine methionine sulfoxide reductase A | purified bovine MsrA, absorbance read-out | activation, % at 10.6 µM | 360,000 compounds, 0.3% hits | AID 602163; in the data active = activation above about 7.5%;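 note: 0% = vehicle and 100% = reference activator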
* = called active by the depositor; i = inactive; nt = no result given.

SMILES	Rin1 Abl inh	FAS-TE inh	TbMetRS inhib	PABP1 MLLE inh	Neddyl block	CSN inh	eLon inh	MsrA inhibitor	bovine MsrA act
COc1ccc(CCn2c(-c3ccc(F)cc3)nc3c(c(=O)c4ccccc4n3C)c2=O)cc1OC	1	-10	0.2	-3	i	5	-2	2.3	-2
C[C@H](NC(=O)Nc1ccccc1F)C(=O)O	3	-7	0.3	9	i	-1	0	1.5	2
N#CCCn1cc(/C=C2\NC(=S)N(c3ccccc3)C2=O)c(-c2ccc(F)cc2)n1	-1	4	-2.1	10	i	0	1	1.8	-14
CCOC(=O)C1=C(C)NC(=O)NC1c1ccc(OCC(=O)N2CCCCC2)cc1 (stereo not drawn)	3	-4	-0.3	-1	i	2	-6	0.0	-3
CCn1c(SCC(=O)Nc2nncs2)nnc1C(C)NC(=O)c1ccccc1Br (stereo not drawn)	0	-5	-1.4	-3	i	4	8	-0.9	-6
Cc1ccc(S(=O)(=O)N2CCN(Cc3ccsc3)CC2)cc1	3	2	-0.3	-9	i	1	-6	-0.1	-3
NS(=O)(=O)c1ccc(CCNC(=O)c2cc(S(=O)(=O)N3CCCCC3)ccc2Cl)cc1	-3	-5	-0.2	3	i	2	-4	-1.0	-2
CC(Oc1ccccc1)C(=O)N=Nc1c(O)[nH]c2ccc(Br)cc12 (stereo not drawn)	1	-6	0.0	7	i	-1	4	-0.3	-8
O=C(Cc1csc(Nc2nc(=S)[nH]c3ccccc23)n1)N1CCN(c2cccc(C(F)(F)F)c2)CC1	-3	1	-0.8	12	nt	2	0	0.8	-5
Cc1cc(C)nc(-n2nc(C)cc2NC(=O)CN2CCC(C)CC2)n1	-5	-4	-0.8	9	i	2	2	-1.1	-8
O=C(Cc1ccccc1)N1CCN(c2ncccn2)CC1	2	-3	-0.1	7	i	4	-3	-0.2	0
Cc1ccc(C(=O)NCc2ccccn2)cc1S(=O)(=O)N1CCOCC1	2	-6	0.1	6	i	-4	-5	-0.8	-3
O=C(NC1CCN(Cc2ccccc2)CC1)c1cc(S(=O)(=O)Nc2ccc(F)cc2)ccc1Cl	2	0	-0.4	-8	i	5	-2	0.1	0
COc1cc(C(=O)Nc2ccc(S(=O)(=O)N(C)c3ccccc3)cc2)cc(OC)c1OC	-4	14	-1.0	2	i	-9	5	-0.2	-8
COC(=O)c1cc(=O)nc2sccn12	4	-6	-1.4	3	i	3	24	-1.2	-14
Cc1cc(C)c(N)c(C(=O)O)c1	4	-1	0.0	-19	nt	-1	7	-0.1	-3
O=C(NCc1ccccc1)c1cc(C2CCCN(S(=O)(=O)c3ccccc3)C2)on1 (stereo not drawn)	-3	17	-0.3	4	i	3	-2	-0.3	0
O=C1NC2=C(C(=O)c3ccccc32)C(c2ccccc2)N1 (stereo not drawn)	-8	-5	-0.1	5	i	-1	0	-0.8	-3
Cc1c(C2=CCN(S(=O)(=O)c3ccc(Cl)cc3)CC2)c2ccccc2n1C	1	19	0.3	9	i	-16	-6	0.8	-1
CCOCC(=O)NC1CCc2cc(OC(=O)COCC)c(OC)c(OC)c2-c2ccc(SC)c(=O)cc21 (stereo not drawn)	-2	-4	-0.2	-10	i	-1	3	1.5	-1
CC[C@@]1(C(=O)OC)N[C@H](CN(C)S(=O)(=O)c2ccc(C(F)(F)F)cc2)[C@@H]2C(=O)N(C)C(=O)[C@@H]21	-1	-8	0.1	-13	i	-1	-11	-1.1	0
CC(=O)Nc1ccc(NC(=O)C(C)Sc2n[nH]c(-c3cccs3)n2)cc1 (stereo not drawn)	0	-10	-0.5	-38	i	5	-5	0.0	-9
Cc1cc(C)cc(C(=O)OCC(=O)N2CCCC2)c1	1	-2	-0.7	11	i	-2	-1	-0.8	-3
CC(C(=O)OCC(=O)c1ccc(F)cc1)N1C(=O)C2C3C=CC(C3)C2C1=O (stereo not drawn)	3	-6	-0.7	3	i	-1	-2	-0.6	-4
Cn1c(COc2ccc(Cl)cc2)nnc1SCc1ncc(-c2ccccc2)o1	0	12	-0.7	-74	i	3	-7	0.5	-7
CCOC(=O)c1cc2c(=O)n3ccccc3nc2n(Cc2ccco2)c1=NC(=O)c1cccnc1	-5	26	0.9	2	nt	0	5	1.7	-4
COC(=O)/C(C#N)=C/c1c(N2CCN(c3cccc(Cl)c3)CC2)nc2c(C)cccn2c1=O	0	22	-0.8	-1	i	2	5	0.4	-3
CCCc1nnc(NC(=O)NCCN2C(=O)C3C4C=CC(C4)C3C2=O)s1 (stereo not drawn)	-4	-5	-0.8	11	i	8	0	0.3	2
COc1ccc(-c2[nH]ncc2CN(CC2CCC(=O)N2)C(C)C)cc1F (stereo not drawn)	1	-8	0.1	5	i	4	-3	1.2	-3
COC(=O)c1ccccc1S(=O)(=O)N1CCC(c2nc3ccccc3o2)CC1	0	3	-0.2	10	i	2	-4	-0.1	12*
Cc1c(C(=O)Nc2ccc(-n3cnnn3)cc2)oc2ccccc12	-3	-4	0.8	-12	nt	-1	-2	0.0	-3
Cc1cccc(NC(=O)C2CCCN(S(=O)(=O)c3ccc4c(c3)oc(=O)n4C)C2)c1 (stereo not drawn)	1	22	-0.7	18	i	-2	4	0.4	-9
Cc1ccc(Cn2ccc(NC(=O)CCSc3nc(-c4ccco4)cc(C(F)(F)F)n3)n2)cc1	0	17	0.8	4	i	-1	2	1.1	5
CCOC(=O)c1ccccc1OC(=O)CS(=O)c1ccccc1[N+](=O)[O-] (stereo not drawn)	-2	0	-0.5	22	i	-2	15	0.2	0
CC1CN(c2ccccc2)c2nc3c(c(=O)[nH]c(=O)n3C)n2C1 (stereo not drawn)	-3	-6	-0.4	14	i	5	-4	1.2	-2
Cc1nnc(NC(=O)C2CCN(c3nnnn3-c3ccccc3)CC2)s1	-4	-4	-1.2	8	i	2	0	0.3	1
C=CCNC(=O)/C(C#N)=C/c1ccccc1[N+](=O)[O-]	4	11	0.0	11	i	2	23*	0.9	0
Cc1ccc(S(=O)(=O)NNC(=O)c2ccccc2O)cc1	0	-8	-0.8	12	i	-5	20	0.0	-8
O=C(C[C@@H]1C/C=C/CC[C@H](Cc2ccc(F)cc2)C(=O)OC[C@@H](Cc2ccccc2)NC1=O)N[C@H](CO)Cc1ccccc1	3	9	-0.2	-2	i	0	-6	-1.2	-1
COc1cc2c(cc1OC)C(C)=NC1(CCCCC1)C2	-2	-4	-0.7	-23	nt	4	2	0.5	-3
O=C(Oc1ccccc1C(=S)N1CCOCC1)c1cccc([N+](=O)[O-])c1	-1	8	-0.3	-4	i	4	-9	1.9	-4
O=C(NCc1cccs1)N[C@@H](Cc1ccccc1)C(=O)O	0	-6	-1.5	-49	i	3	-1	1.2	-1
Cc1nn(-c2ccccc2)c(C)c1C(=O)OC(C)C(=O)NC1CCCCC1C (stereo not drawn)	2	4	0.1	2	i	2	-8	0.0	-1
CC[C@@]1(C(=O)OC)N[C@H](CN(C)C(=O)c2ccccc2)[C@@H]2C(=O)N(Cc3ccccc3)C(=O)[C@@H]21	-3	-12	1.0	11	i	-3	-4	-1.5	-1
N#Cc1cn(CC(=O)N2CCCC2)c2ccccc12	3	-3	-0.3	5	i	4	0	0.3	-2
CCOC(=O)N1CCN(C(c2ccc(C)cc2)c2sc3nc(C)nn3c2O)CC1 (stereo not drawn)	-1	-5	-1.3	0	i	-1	-7	-0.3	-4
NC(=O)CSc1ncnc2c1oc1ccccc12	i	-7	-0.1	-3	i	4	-2	0.5	0
Fc1cccc(NCc2cn3ccccc3n2)c1	6	-2	-0.7	3	i	2	-7	0.0	1
CC1CCCC(C)N1CCCNC(=O)c1ccc2nc(N3CCOCC3)sc2c1 (stereo not drawn)	2	-3	-0.1	-8	i	0	-4	0.2	3
CCOC(=O)c1ccc(NC(=O)c2c(Cl)cc(C)nc2C)cc1	1	-4	-1.3	1	i	4	2	-0.5	-9
CCOc1ccc(-c2c(=O)n(O)c3ccccc3[n+]2[O-])cc1	1	-6	-1.1	5	i	2	-10	-0.2	0

Structural class, those above containing fluorine
SMILES	Rin1 Abl inh	FAS-TE inh	TbMetRS inhib	PABP1 MLLE inh	Neddyl block	CSN inh	eLon inh	MsrA inhibitor	bovine MsrA act
COc1ccc(CCn2c(-c3ccc(F)cc3)nc3c(c(=O)c4ccccc4n3C)c2=O)cc1OC	1	-10	0.2	-3	i	5	-2	2.3	-2
C[C@H](NC(=O)Nc1ccccc1F)C(=O)O	3	-7	0.3	9	i	-1	0	1.5	2
N#CCCn1cc(/C=C2\NC(=S)N(c3ccccc3)C2=O)c(-c2ccc(F)cc2)n1	-1	4	-2.1	10	i	0	1	1.8	-14
O=C(Cc1csc(Nc2nc(=S)[nH]c3ccccc23)n1)N1CCN(c2cccc(C(F)(F)F)c2)CC1	-3	1	-0.8	12	nt	2	0	0.8	-5
O=C(NC1CCN(Cc2ccccc2)CC1)c1cc(S(=O)(=O)Nc2ccc(F)cc2)ccc1Cl	2	0	-0.4	-8	i	5	-2	0.1	0
CC[C@@]1(C(=O)OC)N[C@H](CN(C)S(=O)(=O)c2ccc(C(F)(F)F)cc2)[C@@H]2C(=O)N(C)C(=O)[C@@H]21	-1	-8	0.1	-13	i	-1	-11	-1.1	0
CC(C(=O)OCC(=O)c1ccc(F)cc1)N1C(=O)C2C3C=CC(C3)C2C1=O (stereo not drawn)	3	-6	-0.7	3	i	-1	-2	-0.6	-4
COc1ccc(-c2[nH]ncc2CN(CC2CCC(=O)N2)C(C)C)cc1F (stereo not drawn)	1	-8	0.1	5	i	4	-3	1.2	-3
Cc1ccc(Cn2ccc(NC(=O)CCSc3nc(-c4ccco4)cc(C(F)(F)F)n3)n2)cc1	0	17	0.8	4	i	-1	2	1.1	5
O=C(C[C@@H]1C/C=C/CC[C@H](Cc2ccc(F)cc2)C(=O)OC[C@@H](Cc2ccccc2)NC1=O)N[C@H](CO)Cc1ccccc1	3	9	-0.2	-2	i	0	-6	-1.2	-1
Fc1cccc(NCc2cn3ccccc3n2)c1	6	-2	-0.7	3	i	2	-7	0.0	1

Record cards, from the list above.
`O=C(NCc1cccs1)N[C@@H](Cc1ccccc1)C(=O)O` in the list: Rin1 Abl inh = 0; FAS-TE inh = -6; TbMetRS inhib = -1.5; PABP1 MLLE inh = -49; Neddyl block = i; CSN inh = 3; eLon inh = -1; MsrA inhibitor = 1.2; bovine MsrA act = -1
`N#Cc1cn(CC(=O)N2CCCC2)c2ccccc12` in the list: Rin1 Abl inh = 3; FAS-TE inh = -3; TbMetRS inhib = -0.3; PABP1 MLLE inh = 5; Neddyl block = i; CSN inh = 4; eLon inh = 0; MsrA inhibitor = 0.3; bovine MsrA act = -2

Bioassay records: PubChem BioAssay, several laboratories
